Growth percent in the NCI-60 one-dose screen (48 h, 10 µM unless noted): 100 = growth as untreated, 0 = no growth, -100 = all killed.
DU-145 = DU-145 prostate cancer; hit rate 4.2% among 81,000; AID 1794760
A498 = A498 renal cancer cells; hit rate 5.4% among 76,000; AID 1794774
TK-10 = TK-10 renal cancer cells | hit rate 3.9% among 81,000 | AID 1794769
ACHN = ACHN renal cancer; hit rate 4.9% among 81,000
RXF 393 = RXF 393 renal cancer cells; hit rate 6.9% among 77,000; AID 1794773
UO-31 = UO-31 renal cancer. hit rate 5.2% among 81,000
CAKI-1 = CAKI-1 renal cancer; hit rate 4.7% among 75,000
SN12C = SN12C renal cancer cells; hit rate 3.8% among 81,000
786-0 = 786-0 renal cancer cells | hit rate 5.1% among 81,000
Active calls of the source: *; nt = not tested or not shown; & = joins results of further samples. The calls were made as follows: active = growth percent below 10; inactive = the rest.

no.	Molecule	DU-145	A498	TK-10	ACHN	RXF 393
1	S=C1SCCCS1	108.8	91.5	116.3	100.6	111.4
2	Nc1nc(Nc2ccccc2)nn1Cc1cccc(C(F)(F)F)c1	105.0	89.4	101.7	99.2	79.0
3	COC(=O)[C@H](CC(C)C)NC(=O)C1(C)CCC[C@]2(C)[C@H]3C[C@H]4C(C(C)C)=C[C@]3(CC[C@@H]12)[C@@H]1C(=O)CCC(=O)[C@@H]14 (stereo not given in full)	107.4	104.8	106.1	95.6	96.6
4	N#Cc1c(-c2cccs2)cc(-c2cnccn2)nc1SCC(=O)NNC(=S)Nc1ccccc1	99.6	90.0	132.6	99.7	107.4
5	CC(=O)c1c(C)[nH]c2c1c(-c1ccccc1)nc1ccccc12	99.8	104.3	112.7	85.8	97.7
6	COc1ccc([C@@H]2COc3cc(O)ccc3C2)c(O)c1	104.4	87.0	97.6	98.6	102.9
7	COc1ccc(C(CC(=O)c2ccc(C)cc2)Sc2ccccc2N)cc1 (stereo not given)	104.8&107.2	96.0&97.4	111.7&137.0	96.5&97.5	132.7&108.9
8	COc1ccc(Cc2nn(CC(=O)N/N=C/c3ccccc3)c(=O)c3c(C)noc23)cc1	112.0	120.4	108.2	80.7	71.2
9	O=C(Nc1cccc(Cl)c1)Nc1nccnc1OCc1ccccc1	94.9	104.5	122.3	96.7	97.0
10	N#Cc1c(-c2cccc([N+](=O)[O-])c2)cc(-c2ccc3ccccc3c2)nc1N	88.5	114.9	99.4	79.9	65.9
11	CCCc1nc2c([nH]1)c(=O)n(C)c(=O)n2C	120.4	98.2	97.2	109.6	nt
12	O=C(CCSSCCC(=O)ON1C(=O)CCC1=O)ON1C(=O)CCC1=O	109.6	97.9	99.2	98.6	98.4
13	CC(=O)N1CCN(C(=O)Cn2c(-c3ccccc3)csc2=N)CC1	111.9	100.1	138.2	89.5	86.3
14	CCOC(=O)[C@@H](C)N1CC=CCN(OCc2ccccc2)S1(=O)=O	115.5	114.2	104.4	100.3	100.3
15	COc1ccc2c(Cl)cc(NC(=O)Nc3c(C)cccc3C)nc2c1	82.6	36.1	35.0	41.9	36.3

no.	UO-31	CAKI-1	SN12C	786-0
1	88.3	95.7	98.4	106.2
2	54.6	72.5	95.2	76.8
3	81.2	97.5	93.9	100.4
4	78.2	96.8	97.9	100.9
5	36.6	54.0	80.1	76.7
6	71.0	99.0	90.5	94.8
7	55.0&70.8	89.6&74.8	101.3&98.3	93.9&109.6
8	114.7	101.6	102.2	92.8
9	76.0	91.6	97.1	85.7
10	64.9	71.0	63.8	91.8
11	95.8	98.5	92.0	103.8
12	91.5	94.2	103.5	102.3
13	60.4	76.8	95.8	103.5
14	105.2	95.7	101.6	106.5
15	14.4	11.1	82.6	21.0

Quoted at random: 4 records from the list, in no set order.
no.	Molecule	DU-145	A498	TK-10	ACHN	RXF 393
6	COc1ccc([C@@H]2COc3cc(O)ccc3C2)c(O)c1	104.4	87.0	97.6	98.6	102.9
7	COc1ccc(C(CC(=O)c2ccc(C)cc2)Sc2ccccc2N)cc1 (stereo not given)	104.8&107.2	96.0&97.4	111.7&137.0	96.5&97.5	132.7&108.9
12	O=C(CCSSCCC(=O)ON1C(=O)CCC1=O)ON1C(=O)CCC1=O	109.6	97.9	99.2	98.6	98.4
4	N#Cc1c(-c2cccs2)cc(-c2cnccn2)nc1SCC(=O)NNC(=S)Nc1ccccc1	99.6	90.0	132.6	99.7	107.4

no.	UO-31	CAKI-1	SN12C	786-0
6	71.0	99.0	90.5	94.8
7	55.0&70.8	89.6&74.8	101.3&98.3	93.9&109.6
12	91.5	94.2	103.5	102.3
4	78.2	96.8	97.9	100.9

(continued)
no.	Molecule	DU-145	A498	TK-10	ACHN	RXF 393
16	Cc1ccc(/C=C/C(=O)c2cccc(OCCCOc3cccc(C(=O)/C=C/c4ccc(C)cc4)c3)c2)cc1	88.9	86.4	120.4	78.6	85.7
17	COc1nc2ccc(Br)cc2cc1/C=C/C(=O)c1cc2ccccc2oc1=O	107.8	112.5	135.9	98.3	107.2
18	C=CCN(CC=C)CCN1C(=O)c2c(c3c4ccccc4n4c3c3c2c2ccccc2n3C2CC(O)C(O)C4(C)O2)C1=O (stereo not given)	90.7	72.6	82.4	41.8	80.4
19	CC(C)(c1ccc(OCC(O)CNCc2ccco2)cc1)c1ccc(OCC(O)CNCc2ccco2)cc1 (stereo not given)	92.0	68.9	93.1	nt	76.4
20	COc1ccc(C2CC(c3cc(OC)c(OC)c(OC)c3)=NN2)cc1 (stereo not given)	91.5	87.4	nt	99.0	92.5
21	CC1CCC2(CC1)N=C(N)N=C(N)N2c1ccc(S(=O)(=O)Nc2nccs2)cc1 (stereo not given)	103.6	94.9	96.4	97.2	112.9
22	Cc1ccc2nc(-c3ccc(C(=O)N/N=C/c4ccc([N+](=O)[O-])cc4)cc3)[nH]c2c1	102.6	82.8	126.9	103.6	104.4
23	Cc1ccc(Nc2nc(C)c(C(/C=C/c3ccc4c(c3)OCO4)=N/Nc3ccc([N+](=O)[O-])cc3[N+](=O)[O-])s2)c([N+](=O)[O-])c1	104.2	73.1	119.2	90.4	94.3
24	O=C1c2ccccc2C(=O)N1c1ccc2ccccc2c1	104.1	117.9	102.1	102.1	108.2
25	COc1cccc(/C=C2\C=C(c3ccccc3)N(Cc3ccccc3)C2=O)c1	93.9	16.0	88.5	48.0	39.8
26	CC(=O)OC[C@]12CCC(C)(C)C=C1[C@H]1CC[C@@H]3[C@@]4(C)CCCNC(C)(C)[C@@H]4CC[C@@]3(C)[C@]1(C)CC2	87.4	97.9	94.9	99.3	89.2
27	Cc1ccc2c(n1)C(=O)C(Cl)=C(Nc1ccc(C#N)cc1)C2=O	111.6	61.6	103.9	-58.5*	92.1
28	C[n+]1cccc(NC(=O)c2ccc3ccc4ccc(C(=O)Nc5ccc[n+](C)c5)nc4c3n2)c1	9.8*	95.3	94.2	41.8	33.0
29	OCCNC(Cc1ccccc1)c1ccccc1OCCO (stereo not given)	112.2	121.0	78.2	98.8	106.3
30	CCOC(=O)C12CCCCC1OC(=N)C2 (stereo not given)	112.3	86.8	106.1	108.6	110.9

no.	UO-31	CAKI-1	SN12C	786-0
16	64.0	68.1	79.6	57.9
17	79.2	84.4	96.2	98.4
18	57.4	74.4	63.5	79.3
19	66.3	nt	87.6	70.8
20	62.7	69.0	94.5	92.1
21	83.7	98.1	98.6	101.8
22	86.4	97.4	106.4	97.6
23	60.3	90.8	88.1	90.0
24	96.1	90.6	97.1	103.7
25	41.2	55.1	43.6	57.3
26	91.5	88.9	68.8	82.2
27	16.2	76.5	98.0	80.4
28	65.4	52.3	-14.8*	76.2
29	75.8	95.5	98.7	91.4
30	87.0	97.9	99.1	106.7

Other records.
no.	Molecule	DU-145	A498	TK-10	ACHN	RXF 393
31	CCOC(=O)C(c1ccccc1)(c1ccccc1)c1ccccc1	103.1	104.2	99.7	89.7	106.0
32	Cc1cc2c(cc1C)N(C(=O)CCl)CCN2C(=O)CCl	-97.8*	85.0	-96.9*	-81.6*	-47.1*
33	CC(O)CN1CCCCC1 (stereo not given)	116.8	94.5	109.9	107.5	108.4
34	COc1cc[n+]([O-])cc1[N+](=O)[O-]	125.1	134.1	103.8	103.3	130.0
35	FCc1nc2nc(Cl)c(Cl)nc2[nH]1	103.6	nt	92.7	99.5	105.3
36	CN(C)c1oc(/C=C/c2c[nH]c(=O)[nH]c2=O)nc1C#N	116.3	87.2	101.0	102.9	106.9
37	Oc1cccnc1CN1CCOCC1	116.2&108.0	111.6	108.6&110.1	97.3&106.2	111.6&113.8
38	CCOC(=O)C1NC(C(=O)OCC)C(=O)C1=O (stereo not given)	111.2	34.5	94.3	105.0	108.8
39	CC[C@H](C)[C@H](NC(=O)[C@@H](CCSC)NC(=O)[C@@H](CCC(N)=O)NC(=O)CNC(=O)[C@H](CCCCN)NC(=O)[C@H](CC(C)C)NC(=O)[C@@H](CCCNC(=N)N)NC(=O)[C@H](CC(C)C)NC(C)=O)C(=O)N[C@H](Cc1ccc(O)cc1)C(=O)N[C@@H](CC(C)C)C(=O)N[C@H](CCCNC(=N)N)C(=O)N[C@H](CCCNC(=N)N)C(=O)N[C@H](CCCNC(=N)N)C(=O)N[C@H](CCCNC(=N)N)C(=O)N[C@H](CCCNC(=N)N)C(=O)N[C@H](CCCNC(=N)N)C(=O)N[C@H](CCCNC(=N)N)C(=O)N[C@H](CCCNC(=N)N)C(=O)O	94.2	100.5	105.8	117.8	100.1
40	CCC[C@@H]1C[C@@H](C(=O)N[C@H]([C@H]2O[C@H](SC)[C@H](O)[C@@H](O)[C@H]2O)[C@H](C)O)N(C)C1	119.1	115.0	110.8	106.0	126.1
41	c1ccc(-c2c(-c3ccccc3)[n+](Cc3ccc4ccccc4c3)cn2Cc2ccc3ccccc3c2)cc1	-96.1*	-95.4*	-81.2*	-100.0*	-96.2*
42	O=C1/C(=C/c2ccc(Cl)c(Cl)c2)CN(C(=O)CCN2CCC(=NO)CC2)C/C1=C\c1ccc(Cl)c(Cl)c1	-82.8*	-92.0*	-88.9*	-98.4*	-88.8*
43	Cc1ccnc(NS(=O)(=O)c2ccc(NC(=O)CSc3nc4ccccc4c(=O)n3-c3ccc(Cl)cc3)cc2)n1	106.2	101.9	102.5	97.6	102.8
44	OC(CNc1ccnc2cc(Cl)ccc12)CNc1ccnc2cc(Cl)ccc12	57.4	76.9	87.5	99.0	97.4
45	COc1ccc(CCNC(=O)C(=O)[C@H](Cc2ccccc2)NC(=O)c2oc3cc(OC)ccc3c(=O)c2C)cc1	116.9	118.8	107.4	100.9	105.2

no.	UO-31	CAKI-1	SN12C	786-0
31	83.3	74.8	102.0	96.8
32	-81.5*	nt	-38.4*	-24.8*
33	86.3	95.7	96.8	105.2
34	77.0	nt	103.7	100.7
35	94.5	91.6	109.0	102.8
36	93.6	92.7	104.8	105.4
37	88.4&78.4	89.2&105.4	95.6&104.2	100.9&105.0
38	93.6	103.4	93.9	96.7
39	105.1	98.1	98.8	nt
40	80.4	92.2	95.5	98.1
41	-22.4*	-9.4*	-76.0*	-92.2*
42	-95.7*	-92.1*	-97.3*	-79.6*
43	81.2	92.9	108.1	102.9
44	88.1	101.3	37.9	95.5
45	79.0	84.0	99.1	92.8

Other records.
no.	Molecule	DU-145	A498	TK-10	ACHN	RXF 393
46	C#CC#CC#CC#CC#CC#CC#CC#CCC1OCC(COC(=O)O[C@@H](C(=O)O[C@H]2C[C@@]3(O)[C@@H](OC(=O)c4ccccc4)[C@@H]4[C@]5(OC(C)=O)CO[C@@H]5C[C@H](O)[C@@]4(C)C(=O)[C@H](OC(C)=O)C(=C2C)C3(C)C)[C@@H](NC(=O)c2ccccc2)c2ccccc2)O1 (stereo not given in full)	6.7*	-8.0*	48.0	45.4	-9.5*
47	O=C(/C=C/c1ccc(Br)cc1)c1cccc(OCCCCOc2cccc(C(=O)/C=C/c3ccc(Br)cc3)c2)c1	105.6	84.5	96.9	103.4	105.0
48	COC(=O)[C@H](Cc1ccc(O)cc1)n1cc(COC(=O)c2cccc3c(=O)c4ccccc4n(Cc4cn([C@@H](Cc5ccc(O)cc5)C(=O)OC)nn4)c23)nn1	110.2	90.7	107.7	103.1	107.6
49	O=C(Oc1ccccc1[N+](=O)[O-])C1CCCN1C(=O)OCc1ccccc1 (stereo not given)	111.4	95.5	111.9	104.9	96.0
50	N#CC(c1ccccc1)C1CCCCC1 (stereo not given)	101.7	104.1	92.7	124.2	105.2
51	COc1ccc(C=Nc2ccc(NC(C)=O)cc2)cc1OC	113.1	78.2	100.9	96.9	90.8
52	S=c1sc2c(Cl)nc(-c3cccnc3)nc2n1-c1ccccc1	27.4	92.0	90.2	-6.9*	-42.1*
53	CC(=O)OCC(=O)c1ccccc1	103.4	83.3	108.0	115.6	114.2
54	NC(=O)Cc1ccc(O)cc1	nt	76.0	98.6	109.3	nt
55	Nc1c(C(=O)Nc2ccncc2)sc2nc3c(cc12)C(=O)CCC3	100.4	46.0	82.2	102.8	118.7
56	COc1ccc(Oc2nc(Nc3ccc(N4CCOCC4)cc3)ncc2NC(=O)c2cc(OC)c(OC)c(OC)c2)cc1	103.5	61.7	129.1	95.2	49.4
57	N#Cc1c(-c2ccc(Cl)cc2)nc(SCc2ccc(F)cc2)[nH]c1=O	109.6	105.1	106.4	106.0	115.8
58	C/C(Cc1ccc(Cl)cc1)=C(\c1ccc(OCCN2CCCCCC2)cc1)c1ccc(OC(=O)c2ccccc2)cc1	55.6	76.1	67.0	68.9	22.0
59	CCC(=O)OCCOc1ccc(C(C)(C)C)cc1	108.2	87.3	112.4	109.7	114.2
60	CN(C(=S)Nc1ccccc1)c1ccccc1	124.9	71.2	97.5	105.3	101.3
61	Nc1nc(N)c2nc(CNc3ccc(C(=O)CC(CCC(=O)O)C(=O)O)cc3)cnc2n1 (stereo not given)	28.9	51.4	74.7	27.2	19.3

no.	UO-31	CAKI-1	SN12C	786-0
46	81.7	49.6	21.4	32.1
47	88.9	92.1	101.0	104.5
48	82.4	94.1	113.9	102.8
49	90.1	93.7	98.7	98.6
50	84.1	98.5	89.8	106.2
51	83.7	103.2	99.6	102.8
52	-85.6*	73.9	2.0*	35.4
53	86.8	101.7	100.9	109.3
54	91.4	101.7	107.2	100.0
55	83.5	105.6	107.4	92.2
56	57.7	71.9	103.0	55.8
57	92.5	87.8	102.2	104.1
58	24.0	52.6	11.2	12.0
59	87.4	96.3	95.5	107.7
60	89.8	92.4	96.3	108.3
61	8.6*	-3.9*	30.9	20.9

This is a random part of the collection; 11% or so of the library scored in one or more.
